# Spn PMK inh: inhibitors of Streptococcus pneumoniae phosphomevalonate kinase; purified PMK, PK/LDH-coupled NADH absorbance 340 nm; inhibition, % at 10 µM; 0.49% of 65,000 active; AID 539;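 active = top-ranked compounds by inhibition in the single 10 µM screen, taking a fixed number of the strongest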;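 note: 0% = full reaction with DMSO carrier and 100% = background rate without enzyme reaction; no value below 0 was filed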
# HT1080 cytotoxicity: HT1080 cell viability loss – fluorescence readout (AID 620). HT1080 viability, fluorescence; higher % means a stronger effect. 0.42% of 87,000 active. cytotoxicity, % at 10 µM, or EC50 in µM where a hit was titrated;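 note: cells exposed to compound overnight then 4 h with Alamar Blue; 0% = vehicle DMSO and 100% = killing control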
# LYP inhibition: LYP phosphatase inhibitors, primary screen, biochemical, DiFMUP fluorescence, recombinant catalytic domain, 10 µM (AID 606); recombinant LYP catalytic domain, DiFMUP fluorescence; higher % means a stronger effect; inhibition, % at 10 µM, or IC50 in µM where a hit was titrated; 52,000 tested, under 10 active;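 active = IC50 under 40 µM in the dose-response test; inactive = IC50 of 40 µM or more, or never dose-tested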
# TNAP inhibition: human TNAP enzyme inhibitors, biochemical, luminescent (AID 518); purified TNAP enzyme, luminescent substrate readout; higher % means a stronger effect; inhibition, % at 20 µM; hits with a dose series show IC50 in µM; 0.09% of 64,000 active; in the data active = a potency from the dose series; inactive = the rest, 99 in 100 with inhibition below about 22%;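 note: plate controls were vehicle for no effect and reference inhibitor for full effect; many of its hits are not listed in these tables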
# Bfl-1 displacement: Bfl-1 inhibitors, primary screen, biochemical, fluorescence polarization, FITC-Bid, mouse (AID 432); FITC-Bid BH3 peptide fluorescence polarization displacement; higher % means a stronger effect; displacement, % at 20 µM, or IC50 in µM where a hit was titrated; 0.02% of 64,000 active; in the data active = a potency from the dose series; inactive = the rest, 99 in 100 with displacement below about 15%; note: strong numbers were not always called active
# Spn DPM-DC inh: S. pneumoniae DPM-DC inhibition | calls only at 10 µM | purified DPM-DC, PK/LDH coupled NADH fluorescence | 0.49% of 65,000 active;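 active = the 320 compounds with the highest percent inhibition in the single-dose primary screen, excluding strongly autofluorescent ones, cut at about 32% in these data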;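 note: kinetic rate of NADH fluorescence loss reporting ADP formed by the decarboxylase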
# HPDE-C7 cytotoxicity: HPDE-C7 pancreatic duct cell viability loss – fluorescence, HTS (AID 430) | HPDE-C7 pancreatic duct cells viability, fluorescence; higher % means a stronger effect | cytotoxicity, % at 10 µM; hits with a dose series show EC50 in µM | 1.8% of 63,000 active;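 note: cells exposed to compound for 48 hours before viability readout; 0% = vehicle and 100% = reference cytotoxic drug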
# KRASV12 cytotoxicity: viability loss of HPDE-C7K cells – cell-based, fluorescence, HTS, primary screen (AID 431). HPDE-C7K KRASV12 cells, Alamar Blue viability, 48 h; higher % means a stronger effect. 1.7% of 63,000 active. cytotoxicity, % at 10 µM; hits with a dose series show EC50 in µM;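 active = compounds whose percent cytotoxicity in the single-dose primary screen, scaled between solvent and toxic-drug controls, exceeds 50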;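 note: 0% = DMSO solvent wells and 100% = doxorubicin-treated wells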
# Spn MK inh: S. pneumoniae mevalonate kinase inhibition; purified MK, PK/LDH-coupled NADH absorbance 340 nm; inhibition, % at 10 µM; 0.48% of 65,000 active;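 active = ranked among the strongest by inhibition in the single 10 µM screen, a fixed top-ranked set picked for dose follow-up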; note: no value below 0 was filed
# Spn PMK inh pilot replicates: further read-out of Spn PMK inh, marked with its call; inhibition, %; measured here: pilot screen replicates
# Spn MK inh pilot replicates: second read-out of Spn MK inh, no call of its own (marks repeat the call); inhibition, %; measured here: pilot screen replicates
# Spn DPM-DC inh pilot screen %: second read-out of Spn DPM-DC inh, no call of its own (marks repeat the call); inhibition, %; measured here: pilot screen trials
# * marks the source's active call; other numbers are inactive results; i = inactive; x = no result given; + = active, no number; [ ] = dose if it differs, or a comment. Cut-off read from the data, not from the text of the source, unless noted: active = cytotoxicity above about 50%; inactive = the rest.
# The first three entries as a preview:
SMILES,Spn PMK inh,HT1080 cytotoxicity,LYP inhibition,TNAP inhibition,Bfl-1 displacement,Spn DPM-DC inh,HPDE-C7 cytotoxicity,KRASV12 cytotoxicity,Spn MK inh,others
CCOC(=O)Cc1[nH]nc2c1C(c1cc(OC)ccc1OC)C(C#N)=C(N)O2 (stereo not given),2,23%,2%,13%,-6%,i,-20%,-26%,8,
Cc1ccc2cc(CN(Cc3ccco3)C(=O)NCc3ccccc3)c(=O)[nH]c2c1C,0,36%,2%,12%,0%,i,8%,2%,1,
O=C(CSc1nc(-c2ccccc2Cl)ns1)NCc1ccco1,14,-7%,14%,15%,1%,i,-9%,-3%,9,

# The list itself, repeating the preview:
SMILES,Spn PMK inh,HT1080 cytotoxicity,LYP inhibition,TNAP inhibition,Bfl-1 displacement,Spn DPM-DC inh,HPDE-C7 cytotoxicity,KRASV12 cytotoxicity,Spn MK inh,others
CCOC(=O)Cc1[nH]nc2c1C(c1cc(OC)ccc1OC)C(C#N)=C(N)O2 (stereo not given),2,23%,2%,13%,-6%,i,-20%,-26%,8,
Cc1ccc2cc(CN(Cc3ccco3)C(=O)NCc3ccccc3)c(=O)[nH]c2c1C,0,36%,2%,12%,0%,i,8%,2%,1,
O=C(CSc1nc(-c2ccccc2Cl)ns1)NCc1ccco1,14,-7%,14%,15%,1%,i,-9%,-3%,9,
O=C(Nc1ccc(NC(=O)C2CC2)nc1)c1cccs1,0,14%,x,0%,-2%,i,-6%,-7%,0,
CN=C(Nc1cc(C)nn1-c1ccccc1)c1ccccc1,15,9%,10%,8%,-3%,i,-8%,1%,3,Spn PMK inh pilot replicates=3.0;Spn MK inh pilot replicates=3.5;Spn DPM-DC inh pilot screen %=3.0
COC(=O)c1nnn(-c2nonc2N)c1CSc1ccccn1,5,5%,16%,7%,0%,i,2%,3%,11,
CCN1CCN(C(c2cccs2)C(C)NC(=O)c2cccc(OC)c2)CC1 (stereo not given),13,5%,-3%,10%,-5%,i,2%,-1%,3,
COc1ccc(OCC(O)CNC(=O)c2ccc(Br)cc2)cc1 (stereo not given),4,0%,4%,12%,-6%,i,1%,2%,9,
CSc1ccccc1N=CC1=C(O)CC(C)(C)CC1=O,4,-8%,15%,13%,4%,i,-21%,-22%,3,Spn PMK inh pilot replicates=5.5;Spn MK inh pilot replicates=0.0;Spn DPM-DC inh pilot screen %=4.0
CCCCNC(=O)CS(=O)Cc1nc(-c2ccc(C)cc2)oc1C (stereo not given),14,-1%,5%,0%,4%,i,-9%,7%,8,
CC1CCC(N2CCN(c3ncccn3)CC2)CC1 (stereo not given),0,-10%,1%,-4%,-4%,i,-8%,0%,3,
O=C(Cn1ccc2ccccc2c1=O)Nc1ccc2c(c1)OCO2,6,-11%,17%,17%,7%,i,-1%,4%,5,Spn PMK inh pilot replicates=0.0;Spn MK inh pilot replicates=0.0;Spn DPM-DC inh pilot screen %=0.0
CCc1nn(CC(=O)NCCCN(Cc2ccccc2)C(C)C)c(=O)c2cc3sccc3n12,9,10%,9%,8%,-15%,i,4%,-2%,7,
CCOc1ccc(N(CC(=O)NC2CCCC2)S(=O)(=O)c2c(C)[nH]c(=O)[nH]c2=O)cc1,0,-2%,-10%,13%,-3%,i,-4%,5%,1,Spn PMK inh pilot replicates=3.0;Spn MK inh pilot replicates=2.5;Spn DPM-DC inh pilot screen %=1.0
CC1(C)NC(=O)N(CCOc2ccc3c(c2)CCC3)C1=O,8,0%,10%,9%,-4%,i,-2%,-3%,13,
O=c1c2c3c(sc2nc2n1CCCC2)CCC3,0,x,4%,8%,-9%,i,5%,-3%,9,
COc1cccc2c(=O)n(CC(=O)N3CCCCCC3)ccc12,3,7%,4%,14%,-5%,i,5%,4%,9,
O=C(COc1ccc(S(=O)(=O)N2CCCCC2)cc1)NC1CCCCC1,5,0%,-1%,13%,-5%,i,-9%,7%,0,
COCCNC(=O)C(c1cccs1)N(C(=O)Cn1nnc2ccccc21)c1ccc2c(c1)OCO2 (stereo not given),11,3%,x,13%,-2%,i,-11%,-6%,4,
N#CCCN(Cc1cccnc1)C(=O)Nc1cccc(Cl)c1,11,2%,-3%,3%,-9%,i,-16%,-12%,4,
Cc1ccccc1CN1CCN(CC(=O)NCc2ccccn2)C1=O,0,4%,14%,8%,4%,i,-1%,4%,3,
Nc1nonc1-c1nc2ccccc2n1Cc1ccc(F)cc1,9,12%,3%,10%,-1%,i,7%,-11%,8,
Cc1ccc(NC(=O)C2CC(c3ccc(F)cc3)=NO2)cc1 (stereo not given),8,-5%,x,7%,0%,i,-8%,4%,5,
CC(C)c1nc(NCC2CCCO2)c(C#N)c2c1COC(C)(C)C2 (stereo not given),6,3%,2%,12%,-4%,+[fluoresces],-7%,0%,2,Spn PMK inh pilot replicates=3.5;Spn MK inh pilot replicates=0.0;Spn DPM-DC inh pilot screen %=66*
N#CCSc1ncnc2sc3c(c12)CCC3,16,-1%,x,9%,-6%,i,-2%,-9%,5,
CC1(C)CC2CC(C)(CN2C(=O)COC(=O)c2n[nH]c(=O)c3ccccc23)C1 (stereo not given),1,-6%,-1%,0%,-5%,i,-13%,-7%,0,
CN(C)S(=O)(=O)n1cnc(-c2ccccc2)c1-c1ccccc1,4,-7%,1%,13%,6%,i,-8%,-12%,5,Spn PMK inh pilot replicates=0.0;Spn MK inh pilot replicates=0.0;Spn DPM-DC inh pilot screen %=0.0
COc1ccc(C(=O)OCC(=O)NCc2ccco2)cc1OC,12,-5%,8%,10%,3%,i,-15%,3%,0,Spn PMK inh pilot replicates=0.5;Spn MK inh pilot replicates=0.0;Spn DPM-DC inh pilot screen %=0.0
COc1ccc(N2CCN(C(=O)c3ccc(NS(=O)(=O)c4ccc(F)cc4)cc3)CC2)cc1,18,1%,-6%,9%,-6%,i,-4%,-8%,0,
CC(=O)OCC(=O)[C@@]12OC(C)(C)O[C@@H]1C[C@H]1[C@@H]3C[C@H](F)C4=CC(=O)C=C[C@]4(C)[C@@]3(F)[C@@H](O)C[C@@]12C,0,25%,12%,14%,-4%,i,1%,2%,10,Spn PMK inh pilot replicates=1.0;Spn MK inh pilot replicates=0.0;Spn DPM-DC inh pilot screen %=0.0
CCCCN1C(=O)CN(CCc2ccccc2)C(=O)C1c1ccc(OC)cc1 (stereo not given),9,9%,x,10%,0%,i,-25%,-10%,1,
O=C(O)c1ccc(-n2nnnc2SCc2ccccc2F)cc1,5,-7%,5%,13%,-3%,i,6%,-2%,5,
Cc1cc(OCC(=O)Nc2cc(-c3nn4c(C)nnc4s3)ccc2C)ccc1Cl,3,1%,9%,8%,10%,i,-4%,-1%,8,
CCOC(=O)/C=C1\SCC(=O)N1CC(=O)c1ccc[nH]1,15,-4%,0%,10%,-10%,i,3%,7%,2,
CCOC(=O)Cn1c(=N)n(Cc2ccccc2)c2ccccc21,14,6%,-1%,20%,-11%,i,1%,6%,0,
COc1ccc(OCc2ccc(C(=O)O)cc2)cc1,11,13%,2%,14%,-5%,i,0%,1%,3,
O=C1CCN(S(=O)(=O)c2ccccc2)C2CCCCC12 (stereo not given),4,11%,15%,3%,-1%,i,-16%,-17%,11,
O=C(Cn1cc2c(n1)CCCCC2)NCc1ccccn1,1,-2%,16%,-2%,-2%,i,-13%,-15%,2,
O=C(C1CCN(S(=O)(=O)c2cccc3cccnc23)CC1)N1CCCC1,1,-4%,12%,1%,-1%,i,-7%,4%,7,
Cc1cccc(C(=O)N2CCC(n3nnc4cc(F)ccc43)CC2)c1,4,1%,10%,6%,2%,i,-12%,-4%,8,Spn PMK inh pilot replicates=8.5;Spn MK inh pilot replicates=5.0;Spn DPM-DC inh pilot screen %=1.5
CC1CCCCN1CCCn1c(=S)[nH]c2ccccc2c1=O (stereo not given),11,-1%,3%,9%,-2%,i,4%,-3%,8,
NC(=O)c1nc(C2CCCCC2)nc2c1[nH]c(=O)n2-c1ccc(F)cc1,7,-6%,13%,3%,4%,x,-26%,-11%,4,
O=C(c1cccs1)N1CCN(CCc2ccccc2)CC1,6,7%,-31%,0%,-8%,i,3%,9%,10,
CCSc1nnc2c(n1)[nH]c1c(C)cccc12,5,11%,-14%,15%,0%,i,x,x,7,
COc1ccc2nc(NC(=O)CCNS(=O)(=O)c3ccc4c(c3)oc(=O)n4C)sc2c1,0,-1%,2%,7%,-7%,i,-13%,-10%,0,
COC(=O)c1ccc(C2/C(=C(\O)c3cccc(OC)c3)C(=O)C(=O)N2CCCN2CCOCC2)cc1 (stereo not given),10,-1%,9%,2%,-5%,i,0%,0%,11,
N#Cc1cccc(NC(=O)c2ccccc2C(=O)O)c1,0,x,5%,5%,-4%,i,2%,3%,8,
O=C(OCc1ccccc1)c1ccc(Br)o1,3,-2%,6%,1%,0%,i,-8%,2%,6,
O=C(NC1=NCCS1)C1COc2ccccc2O1 (stereo not given),15,-1%,2%,-1%,-1%,i,-15%,-27%,3,
CCOC(=O)c1ccc2ncc(C(=O)OCC)c(NCc3ccco3)c2c1,10,2%,10%,13%,-2%,x,-7%,-4%,13,
O=C(NC1CCCCCC1)c1cccs1,3,-1%,17%,6%,0%,i,-5%,0%,0,
COc1ccc(Cc2nn3c(-c4ccccc4Br)nnc3s2)cc1,1,-2%,8%,9%,-10%,i,14%,22%,5,
O=C(Nc1ccc2c(c1)oc1ccc(S(=O)(=O)N3CCCC3)cc12)C1CC1,11,2%,11%,8%,0%,i,25%,25%,10,
COC(=O)CSc1nc2ccccc2c(=O)n1C,10,11%,2%,10%,-3%,i,-2%,-3%,8,
O=C1c2ccccc2C(O)(c2ncc[nH]2)N1C1CCCCC1 (stereo not given),0,-3%,-1%,9%,-3%,i,-10%,3%,12,
Cn1c(=O)c2c(nc(CN3CCN(C(=O)c4ccco4)CC3)n2Cc2ccccc2)n(C)c1=O,9,-4%,0%,x,x,i,x,x,11,
O=C(Nc1ccc2c(c1)OCCO2)c1ccc(Br)c(S(=O)(=O)N2CCOCC2)c1,2,3%,-7%,4%,2%,i,-18%,-8%,0,
CCCCCCN=C(C)C1=C(O)C(C(=O)OC)C(C)(C)CC1=O (stereo not given),5,-2%,-2%,10%,-3%,i,5%,3%,0,
COCCn1nnnc1C(c1cc2ccc(C)cc2[nH]c1=O)N(Cc1ccco1)Cc1cccs1 (stereo not given),8,0%,-6%,13%,-3%,i,-7%,5%,x,
CCC1=Nc2ccccc2-c2nnc(SC)nc2O1,12,-5%,14%,4%,-4%,i,0%,0%,3,
Cc1onc(-c2c(F)cccc2Cl)c1C(=O)Nc1nc2c(s1)CCCC2,13,5%,x,15%,3%,i,16%,12%,11,Spn PMK inh pilot replicates=0.0;Spn MK inh pilot replicates=0.0;Spn DPM-DC inh pilot screen %=0.0
CCOc1ccc(CNC(=O)C2CC(=O)N(C3CCCC3)C2)cc1OC (stereo not given),8,5%,6%,7%,-5%,i,-21%,-7%,0,

# Bioassay records from PubChem.
